IDE cell activ: human IDE activators in live cells, primary screen, fluorescence polarization, HEK cells, FAbeta-B substrate | Insulin-degrading enzyme (Homo sapiens), P14735 | FAbeta-B cleavage; 0% vehicle, 100% cell-free pure enzyme wells | activation, % at 5.96 µM | actives 0.073% (n = 340,000) | AID 493087, 2011;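 active = activation above the mean of all tested compounds plus 3 SD, set per screening campaign, cut at about 17% in these data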
Target sequence (P14735 whole entry, looked up): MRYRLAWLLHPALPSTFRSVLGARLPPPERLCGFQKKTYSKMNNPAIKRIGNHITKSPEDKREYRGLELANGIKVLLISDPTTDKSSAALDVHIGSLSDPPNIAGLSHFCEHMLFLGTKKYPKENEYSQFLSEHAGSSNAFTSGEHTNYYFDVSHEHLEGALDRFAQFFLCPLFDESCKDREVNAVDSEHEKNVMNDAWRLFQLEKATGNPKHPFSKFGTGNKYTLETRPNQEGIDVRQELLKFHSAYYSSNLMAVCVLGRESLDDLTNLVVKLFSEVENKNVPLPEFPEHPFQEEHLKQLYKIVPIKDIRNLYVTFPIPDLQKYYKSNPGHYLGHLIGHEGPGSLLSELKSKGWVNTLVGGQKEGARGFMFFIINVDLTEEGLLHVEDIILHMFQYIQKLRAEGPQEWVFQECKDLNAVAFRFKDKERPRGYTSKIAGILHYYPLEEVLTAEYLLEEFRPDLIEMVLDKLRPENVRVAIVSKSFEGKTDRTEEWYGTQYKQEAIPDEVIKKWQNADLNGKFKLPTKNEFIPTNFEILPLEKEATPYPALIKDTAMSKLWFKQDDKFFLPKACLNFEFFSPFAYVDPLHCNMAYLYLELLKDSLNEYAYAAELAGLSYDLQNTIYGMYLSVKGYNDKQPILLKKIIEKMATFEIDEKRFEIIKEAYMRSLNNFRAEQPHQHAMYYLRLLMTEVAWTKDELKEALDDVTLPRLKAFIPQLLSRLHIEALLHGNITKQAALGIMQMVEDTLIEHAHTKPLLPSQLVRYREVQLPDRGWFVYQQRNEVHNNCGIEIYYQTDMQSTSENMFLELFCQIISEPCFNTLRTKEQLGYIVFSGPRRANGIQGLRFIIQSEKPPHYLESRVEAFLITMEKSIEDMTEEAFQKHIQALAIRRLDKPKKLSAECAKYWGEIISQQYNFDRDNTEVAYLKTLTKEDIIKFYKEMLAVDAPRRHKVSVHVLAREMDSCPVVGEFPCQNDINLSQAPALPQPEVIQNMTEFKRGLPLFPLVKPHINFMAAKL
* marks the source's active call; other numbers are inactive results.

Sample of the layout, 17 compounds:
CCN(CC)C(=O)[C@H]1C[C@H](CC(=O)NCC23CC4CC(CC(C4)C2)C3)C(=O)N2CCc3c([nH]c4cc(CCC(=O)N(C)C)ccc34)[C@]12C was read as IDE cell activ 4.
Screening CC(C)C[C@@H](CN1CCCC1CN1C(=S)NC[C@@H]1Cc1ccc(O)cc1)N1C[C@H](Cc2ccccc2)N(CCc2ccccc2)C1=S (stereo partly drawn) returned IDE cell activ 3.
`N#Cc1cccc(C(=O)Nc2ccccc2C(=O)NC2CC2)c1` gave IDE cell activ 8.
For COc1ccc(/C=C2/CSC/C(=C/c3ccc(OC)c(OC)c3)C2=O)cc1OC the results were IDE cell activ 6.
For CC(=O)N1CCN(S(=O)(=O)c2cccc(C(=O)OCC(=O)Nc3c(Cl)cccc3C(F)(F)F)c2)CC1 the results were IDE cell activ 2.
Screening COC(=O)[C@@]1(C)[C@H]2C(=O)N(C)C(=O)[C@H]2[C@H]2CN=C(SC)N21 returned IDE cell activ -2.
`CN(C(=O)c1cccc(NC(=O)Cc2ccc(NC(=O)C3CCCN(S(=O)(=O)c4cccc([N+](=O)[O-])c4)C3)cc2)c1)C1CCCC1` (stereo not drawn) gave IDE cell activ 0.
Screening COc1cc2cncc(Cc3ccccc3)c2cc1O returned IDE cell activ 3.
O=C1CC2(CCCCC2)CC(=O)N1CCc1ccccc1 was read as IDE cell activ 6.
CC(=O)N1CCCC1C(=O)O (stereo not drawn) was read as IDE cell activ -1.
O=C(Cn1cc(COc2c(Br)cc(F)cc2Br)nn1)c1ccc(O)cc1 was read as IDE cell activ 4.
Cc1cccc(C)c1NC(=O)CN1CCN(C(=O)C2CCC2)CC1 was read as IDE cell activ 2.
`Cc1cc(NC(=O)CSc2nc3[nH]c(=O)cc(O)c3s2)ccc1Br` gave IDE cell activ 9.
Screening N#Cc1ccc(S(=O)(=O)NC[C@H]2O[C@@H](n3cnc4c(N)ncnc43)[C@H](O)[C@@H]2O)cc1 returned IDE cell activ 3.
O=C1NC(=O)N(c2ccc(Cl)cc2)C(=O)/C1=C/c1ccc2c(c1)CCN2Cc1ccccc1Cl was read as IDE cell activ 5.
O=Nc1c(O)[nH]c2ccc(Cl)c(Cl)c12 was read as IDE cell activ -1.
`Cc1ccccc1NC(=O)CN1C(=O)NC2(CCCCCCC2)C1=O` gave IDE cell activ -1.

The whole of this part, from the first entry:
CCN(CC)C(=O)[C@H]1C[C@H](CC(=O)NCC23CC4CC(CC(C4)C2)C3)C(=O)N2CCc3c([nH]c4cc(CCC(=O)N(C)C)ccc34)[C@]12C was read as IDE cell activ 4.
Screening CC(C)C[C@@H](CN1CCCC1CN1C(=S)NC[C@@H]1Cc1ccc(O)cc1)N1C[C@H](Cc2ccccc2)N(CCc2ccccc2)C1=S (stereo partly drawn) returned IDE cell activ 3.
`N#Cc1cccc(C(=O)Nc2ccccc2C(=O)NC2CC2)c1` gave IDE cell activ 8.
For COc1ccc(/C=C2/CSC/C(=C/c3ccc(OC)c(OC)c3)C2=O)cc1OC the results were IDE cell activ 6.
For CC(=O)N1CCN(S(=O)(=O)c2cccc(C(=O)OCC(=O)Nc3c(Cl)cccc3C(F)(F)F)c2)CC1 the results were IDE cell activ 2.
Screening COC(=O)[C@@]1(C)[C@H]2C(=O)N(C)C(=O)[C@H]2[C@H]2CN=C(SC)N21 returned IDE cell activ -2.
`CN(C(=O)c1cccc(NC(=O)Cc2ccc(NC(=O)C3CCCN(S(=O)(=O)c4cccc([N+](=O)[O-])c4)C3)cc2)c1)C1CCCC1` (stereo not drawn) gave IDE cell activ 0.
Screening COc1cc2cncc(Cc3ccccc3)c2cc1O returned IDE cell activ 3.
O=C1CC2(CCCCC2)CC(=O)N1CCc1ccccc1 was read as IDE cell activ 6.
CC(=O)N1CCCC1C(=O)O (stereo not drawn) was read as IDE cell activ -1.
O=C(Cn1cc(COc2c(Br)cc(F)cc2Br)nn1)c1ccc(O)cc1 was read as IDE cell activ 4.
Cc1cccc(C)c1NC(=O)CN1CCN(C(=O)C2CCC2)CC1 was read as IDE cell activ 2.
`Cc1cc(NC(=O)CSc2nc3[nH]c(=O)cc(O)c3s2)ccc1Br` gave IDE cell activ 9.
Screening N#Cc1ccc(S(=O)(=O)NC[C@H]2O[C@@H](n3cnc4c(N)ncnc43)[C@H](O)[C@@H]2O)cc1 returned IDE cell activ 3.
O=C1NC(=O)N(c2ccc(Cl)cc2)C(=O)/C1=C/c1ccc2c(c1)CCN2Cc1ccccc1Cl was read as IDE cell activ 5.
O=Nc1c(O)[nH]c2ccc(Cl)c(Cl)c12 was read as IDE cell activ -1.
`Cc1ccccc1NC(=O)CN1C(=O)NC2(CCCCCCC2)C1=O` gave IDE cell activ -1.
Nc1ccc(C(=O)Nc2ccc3c(O)cc(S(=O)(=O)O)cc3c2)cc1 was read as IDE cell activ 1.
Screening CCc1ccccc1NC(=O)C1=CN2CCS(=O)(=O)N=C2C=C1 returned IDE cell activ -1.
O=C(C=Cc1ccccc1)CC(c1ccccc1)N1CCOCC1 (stereo not drawn) was read as IDE cell activ 3.
For Cc1ccc(Cl)cc1NC(=O)CON=C(N)c1ccccc1 the results were IDE cell activ 2.
CN(c1ccccc1)c1ncnc2c1ncn2C was read as IDE cell activ -1.
`O=C(NN=Cc1ccccc1O)c1cccc([N+](=O)[O-])c1` gave IDE cell activ 6.
CCN1C(=O)CCN(C2CCCC2)c2nc(Nc3ccc(C(=O)NC4CCN(C)CC4)cc3OC)ncc21 was read as IDE cell activ 3.
Screening N#Cc1ccccc1S(=O)(=O)N1CCN(C(=O)c2cc3c(s2)CCC3)CC1 returned IDE cell activ 0.
For COCCn1c(C)cc(C(=O)COC(=O)Cc2n[nH]c(=O)c3ccccc23)c1C the results were IDE cell activ 3.
`Cc1c(C(=O)N/N=C/c2ccncc2)nnn1-c1nonc1N` gave IDE cell activ 8.
Screening CCOc1ccccc1N1CCN(C(=O)c2cc3ccccc3cc2OC)CC1 returned IDE cell activ 0.
O=C(Cn1cnc2c(NCc3ccccc3)ncnc21)NCC1CCCO1 (stereo not drawn) was read as IDE cell activ 5.
Screening N#Cc1ccc(CN2CCN(C(=O)CNC(=O)Cc3ccccc3)CC2)cc1 returned IDE cell activ 6.
For CS(=O)(=O)Nc1ccc(C(=O)CSc2nnc(C3CC3)n2C2CC2)cc1 the results were IDE cell activ 7.
`C[C@@H]1CC=C[C@@H]2[C@H]1C(=O)N(Cc1ccccc1)[C@H]2c1ccccc1Br` gave IDE cell activ 1.
Screening Fc1cccc(F)c1[B-](F)(F)F returned IDE cell activ -1.
Screening COC(=O)c1ccc(N2CCOCC2)c(NC(=O)c2cc3ccccc3o2)c1 returned IDE cell activ 7.
O=C(NCc1ccccc1)c1ccc(NC(=O)C2CCCCC2)cc1 was read as IDE cell activ 1.
Screening O=C1CC(c2ccccc2)=C(c2ccccc2)C1 returned IDE cell activ -3.
Screening O=C(O)Cc1cc(=O)[nH]n(-c2ccccc2)c1=O returned IDE cell activ 7.
COc1cc2c(cc1OC)C1CCN3C(=O)CCC3N1CC2 (stereo not drawn) was read as IDE cell activ -7.
For Cc1cc(C)c(C(=O)c2cccs2)c(C)c1 the results were IDE cell activ 0.
`COC(=O)[C@H](NCc1ccc(OC)c(B(O)O)c1)C(C)C` gave IDE cell activ 3.
Screening Cc1sc2nc(CSC(C)C(=O)NC3(C#N)CCCCC3)[nH]c(=O)c2c1C (stereo not drawn) returned IDE cell activ -5.
`COc1ccc2c(-c3ccc(OCCN4CCCCC4)cc3)c(-c3ccccc3OC)sc2c1` gave IDE cell activ 6.
Screening COc1ccc(NC(=O)/C(N=Nc2cccc(S(=O)(=O)Nc3ccc(SC(F)F)cc3)c2)=C(\C)O)cc1 returned IDE cell activ 11.
`CC(C)(C)C(=O)N1CCC2CC1c1cc(Cl)ccc12` (stereo not drawn) gave IDE cell activ 2.
`Cc1cccc(C(=O)NC(C(=O)Nc2ccc(S(=O)(=O)Nc3nccs3)cc2)C(C)C)c1` (stereo not drawn) gave IDE cell activ -1.
For COc1ccc(C2/C(=C(/O)c3ccc4c(c3)CC(C)O4)C(=O)C(=O)N2CCCn2ccnc2)cc1OC (stereo not drawn) the results were IDE cell activ 4.
CSc1nc(N)c2c(n1)N(C)C=NS2(=O)=O was read as IDE cell activ 1.
For CCOC(=O)C1=CN(CC)S(=O)(=O)NC1CC (stereo not drawn) the results were IDE cell activ 4.
For COc1ccc(NS(=O)(=O)c2cccc(C(=O)N/N=C/c3c(F)c(F)c(F)c(F)c3F)c2)cc1 the results were IDE cell activ 6.
Screening CCN(CC(=O)Nc1c(F)cccc1F)C(=O)c1ccc2c(=O)n3c(nc2c1)CCC3 returned IDE cell activ 4.
COC(=O)Cc1c(-c2[nH]c3ccccc3c2CC(=O)OC)[nH]c2ccccc12 was read as IDE cell activ 0.
For O=C1OC(CN(Cc2ccccc2)Cc2ccccc2)CN1N=Cc1ccc([N+](=O)[O-])o1 (stereo not drawn) the results were IDE cell activ 1.
For O=C(COC(=O)c1ccccn1)NCc1cccc(Cl)c1 the results were IDE cell activ 0.
Cc1ccc(NC(=O)CN(C)C(=O)c2ccccn2)cc1 was read as IDE cell activ 6.
`CN(c1ccccc1)S(=O)(=O)c1cccc(C(=O)Nc2cccc(C(=O)NC3CC3)c2)c1` gave IDE cell activ 2.
CCOC(=O)C1=CN(CC2CCCCC2)CCC1=O was read as IDE cell activ 4.
For CC(=O)NC(Cc1c[nH]c2ccccc12)C(=O)OCC(=O)N1CCN(S(=O)(=O)c2ccc(Cl)cc2)CC1 (stereo not drawn) the results were IDE cell activ 3.
For CCN1CCN(c2oc(-c3ccccc3C)nc2S(=O)(=O)c2ccccc2)CC1 the results were IDE cell activ -5.
For Cc1nc2c(=O)[nH]c(=S)[nH]c2[nH]c1=O the results were IDE cell activ 0.
`O=C(COC(=O)c1ccccc1)Nc1cccc(S(=O)(=O)N2CCCCC2)c1` gave IDE cell activ 0.
`O=C(Nc1ccn(CCCNCc2ccccc2)c(=O)n1)OCc1ccccc1` gave IDE cell activ 0.
COc1ccc(CNC(=O)C(C)Sc2ccc(S(=O)(=O)N3CCOCC3)cn2)cc1 (stereo not drawn) was read as IDE cell activ -1.
For COc1ccc(OC)c(C(=O)C(=O)c2cc(OC)ccc2OC)c1 the results were IDE cell activ 4.
O=C(O)C12C3CCC(O3)C1(C(=O)O)C1CCC2O1 (stereo not drawn) was read as IDE cell activ -1.
Clc1ccc(-c2ccnc3nc(N4CCOCC4)nn23)c(Cl)c1 was read as IDE cell activ -2.
C=CCN(c1ccccc1OC)S(=O)(=O)c1cccc(C(=O)OCC(=O)c2c(N)n(C)c(=O)n(C)c2=O)c1 was read as IDE cell activ 0.
COc1ccc2c(c1)[C@H]1[C@H](CO2)[C@H](c2ccccc2)[C@@]2(C)C(=O)N[C@H](C)C(=O)N12 was read as IDE cell activ 1.
For COc1ccc(NC(=O)CN(C)C(=O)CCSc2ccc(F)cc2)cc1 the results were IDE cell activ -2.
Screening CCCCOc1ccc(C(=O)NCC(=O)NC2CC2)cc1 returned IDE cell activ 1.
Screening Cc1ccc(NC(=O)COC(=O)C2(C)CC2(Cl)Cl)cc1S(=O)(=O)N1CCOCC1 (stereo not drawn) returned IDE cell activ -1.
Screening C=CCn1c(C)cc(-c2csc(NC(=O)C3CCN(c4ncnc5sc(C)c(C)c45)CC3)n2)c1C returned IDE cell activ 0.
`CC(=O)Nc1cccc(C(=O)OCC(=O)N2CCN(C(=O)COC(=O)c3cccc(NC(C)=O)c3)CC2)c1` gave IDE cell activ 6.
`COc1ccccc1C1CC(=O)Oc2cc(C)c(Cl)c(C)c21` (stereo not drawn) gave IDE cell activ 4.
C=C1[C@@H](O)[C@H](Cc2ccccc2)N(Cc2ccccc2Br)S1(=O)=O was read as IDE cell activ 3.
For CC1=CC2=NC(=O)C(c3ccccc3)C(=O)N2C=C1 (stereo not drawn) the results were IDE cell activ -2.
COc1ccc(CN2CCN(C(=O)c3ccc(S(=O)(=O)NCc4ccco4)cc3)CC2)cc1F was read as IDE cell activ 4.
For CC(C)(C)S(=O)N1Cc2ccc(CO)cc2[C@H]1CCO (stereo partly drawn) the results were IDE cell activ 3.
O=C1C(=O)N(c2ccccc2)C(c2ccccc2)C1c1ccccc1 (stereo not drawn) was read as IDE cell activ 4.
COc1cccc(NC(=O)CN(C)C(=O)c2ccc(S(=O)(=O)Nc3ccccc3F)cc2)c1 was read as IDE cell activ -2.
Screening CCN(C(=O)CSc1nc2ccc([N+](=O)[O-])cc2s1)c1c(N)n(Cc2ccccc2)c(=O)[nH]c1=O returned IDE cell activ 6.
For COc1cc(OC)c2c(-c3cccc(-c4ccc(OC)c(OC)c4)c3)cc(=O)oc2c1 the results were IDE cell activ 2.
For CN(Cc1ccc([N+](=O)[O-])cc1)c1ccccc1 the results were IDE cell activ 5.
`CN(C(=O)c1cccc(NC(=O)Cc2ccc(NC(=O)C3CCN(C(=O)C4CC4)CC3)cc2)c1)C1CC1` gave IDE cell activ 1.
For Nc1nccc(SCc2ccccc2)n1 the results were IDE cell activ 1.
For OCC(O)C(O)C(O)c1cnn(-c2ccccc2)n1 (stereo not drawn) the results were IDE cell activ 3.
For CN1C[C@@H]2[C@@H]3C(=O)N(Cc4ccccc4)C(=O)[C@@H]3[C@](C)(C1=O)N2C(=O)c1ccccc1 the results were IDE cell activ 1.
Cn1cc(C(=O)C(=O)N2CCCCC2)c2ccccc21 was read as IDE cell activ -1.
For Cc1cc2oc(=O)cc(-c3ccccc3)c2c(C)c1-c1ccc(C#N)cc1 the results were IDE cell activ 5.
O=C(CC(O)c1ccncc1)c1ccccc1O (stereo not drawn) was read as IDE cell activ -4.
`CC(Oc1ccc(Cl)cc1Cl)C(=O)NC(Cc1ccccc1)C(=O)O` (stereo not drawn) gave IDE cell activ 3.
`COc1ccc(S(=O)(=O)N2CCN(C)CC2c2ccccc2)cc1OC` (stereo not drawn) gave IDE cell activ -2.
For CC(=O)Nc1ccc(NC(=O)CSc2nc(=O)n(Cc3cccnc3)c3c2CCC3)cc1 the results were IDE cell activ -1.
Cc1[nH]c(=O)n(C(C)C)c(=O)c1Br was read as IDE cell activ -2.
O=C(COC(=O)c1ccccc1)c1ccc(S(=O)(=O)N2CCCCC2)cc1 was read as IDE cell activ 3.
N#CC(=C(O)COC(=O)Cc1c[nH]c2ccccc12)c1nc2ccccc2[nH]1 was read as IDE cell activ 5.

Screens as filed in PubChem BioAssay.

This is a subset (hit frequency here may not be typical).
